GSK3B inh: blocks human GSK3beta kinase activity; GST-GSK3beta kinase, ADP-Glo luminescence, 60 min; stronger effect = lower value; activity score (negative = inhibition), % at 10 µM; actives 0.038% (n = 300,000);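 active = more than half of replicate wells score below -50%, meaning over 50% inhibition versus plate controls; inconclusive = some replicates but at most half score below -50%; inactive = no replicate scores below -50%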;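 note: 0% = median DMSO wells and -100% = median GW8510 positive control wells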
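Test system: GST-tagged human GSK3beta kinase, cell-free; evaluation: activity score scaled between in-plate DMSO and GW8510 controls; measured by: ADP-Glo luminescence; incubation: 60 min reaction, RT; benchmarks: DMSO and 20 µM GW8510; reagent: peptide substrate plus 25 µM ATP (final); medium: Tris/MgCl2 kinase buffer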
HDAC3 inhib: human HDAC3 inhibition | O15379 | actives 0.15% (n = 320,000) | recombinant HDAC3, fluorogenic peptide/trypsin coupled, fluorescence | inhibition, % at 8.3 µM; in the data active = inhibition above about 26%, passing the limit was not always enough; inconclusive = no clear call, values can overlap the other calls
Dyrk1A ADPGlo: blocks rat Dyrk1A kinase activity; actives 0.43% (n = 310,000); inhibition, % at 12.5 µM; Q63470; ADP-Glo luminescence, NFATc1 peptide; in the data active = inhibition above about 50%;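 note: plate controls were vehicle with enzyme for no effect and no enzyme for full effect; many of its hits are not listed in these tables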
RGS4 act: RGS4 potentiation or activation. HEK293 M3R/inducible RGS4, carbachol calcium flux Fluo4; stronger effect = lower value. B-score at 10 µM. actives 0.92% (n = 310,000);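 active = B-score of the integrated calcium signal more than 4 SD below the library mean, with starting fluorescence not abnormally high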;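 note: negative B-score means reduced calcium response which marks RGS4 activation or potentiation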
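Assay system: Inducible-RGS4 HEK293 cells carrying M3 receptor | Schedule: Compound preincubation 20 min at room temperature before agonist | Signal: Kinetic calcium fluorescence imaging with Fluo4-AM dye, 2 µM | Read-out basis: B score from integrated fluorescence ratio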
PolyA inhibitor: inhibitors of polyadenylation in S. cerevisiae; S. cerevisiae SKY197-pL101 polyadenylation reporter, beta-gal luminescence; efflux-impaired pdr1/pdr3 knockout yeast; score 100 = 6 SD above DMSO; calls only at 12 µM; actives 0.02% (n = 300,000);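 active = lowest replicate activity score at least 50, where 100 means six control SD above control mean; inconclusive = lowest score under 50 but half or more replicates reach 50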;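 note: yeast exposed to compound for 9 h at 30 °C; higher score means more reporter readthrough which indicates perturbed polyadenylation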
hERG rescue: shields human hERG channel from block by proarrhythmic agents | CHO-hERG, FluxOR thallium flux, dofetilide IC70 present | activation (rescue from dofetilide block), less the hit threshold, % at 10 µM | AID 1511 | actives 0.51% (n = 310,000);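 active = activation above the mean of controls blocked by dofetilide plus 5 SD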;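 note: thallium influx through hERG after potassium depolarization seen as dye fluorescence rise; in these data hits start at about 4.7%; inactives centre near -7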
GSK3 alpha inh: blocks human GSK-3 alpha kinase | ADP-Glo luminescence, 60 min | inhibition, % at 10 µM | P49840 | actives 0.1% (n = 320,000);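 in the data active = inhibition above about 50%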;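 note: GST-tagged GSK-3 alpha with peptide substrate and 25 µM ATP; 0% = DMSO neutral wells and 100% = GW8510 positive control wells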
KCNQ1 pot: potentiators or activators of human KCNQ1 potassium channel; AID 2648; P51787; actives 0.35% (n = 310,000); B-score at 10 µM; CHO-K1 KCNQ1, thallium flux FluxOR fluorescence; stronger effect = higher value;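 active = fluorescence ratio B-score, a plate-corrected score, at least three library SD, with initial intensity B-score within 5 SD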
Target sequence (P51787 whole entry, looked up): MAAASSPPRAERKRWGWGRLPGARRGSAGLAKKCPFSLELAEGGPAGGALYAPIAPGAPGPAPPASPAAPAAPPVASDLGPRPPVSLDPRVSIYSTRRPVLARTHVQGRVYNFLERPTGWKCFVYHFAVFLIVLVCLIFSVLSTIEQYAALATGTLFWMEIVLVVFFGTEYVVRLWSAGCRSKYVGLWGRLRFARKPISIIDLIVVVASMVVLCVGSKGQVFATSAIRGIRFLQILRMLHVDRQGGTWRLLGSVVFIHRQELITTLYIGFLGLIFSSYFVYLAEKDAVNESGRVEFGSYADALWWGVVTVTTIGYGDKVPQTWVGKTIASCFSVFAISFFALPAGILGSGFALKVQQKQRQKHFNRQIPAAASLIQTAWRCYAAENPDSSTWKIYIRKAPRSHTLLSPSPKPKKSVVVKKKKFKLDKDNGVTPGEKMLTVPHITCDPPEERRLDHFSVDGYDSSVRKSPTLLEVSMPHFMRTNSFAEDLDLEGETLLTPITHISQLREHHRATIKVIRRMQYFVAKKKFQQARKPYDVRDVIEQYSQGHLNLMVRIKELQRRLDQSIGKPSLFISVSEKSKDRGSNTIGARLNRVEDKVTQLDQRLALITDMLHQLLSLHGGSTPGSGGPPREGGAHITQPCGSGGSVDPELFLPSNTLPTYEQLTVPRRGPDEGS
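System: CHO-K1 cells stably expressing KCNQ1 / Medium: assay buffer for compound exposure, DMSO matched across wells / Reagent: thallium- and potassium-containing depolarizing buffer / Compound: one concentration, matched DMSO / Incubation: 20 min compound pretreatment at room temperature / Measured by: kinetic FluxOR fluorescence, 10 s baseline plus 110 s post-stimulus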
KCNK9 inh: inhibitors of human KCNK9 two-pore domain potassium channel. Q9NPC2. HEK293 KCNK9, FluxOR thallium flux fluorescence; stronger effect = lower value. B-score at 10 µM. actives 1.2% (n = 310,000). AID 488922;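 active = ratio B-score over 3 SD below the library mean, with starting fluorescence within 5 SD of its mean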;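 note: negative B-score means less thallium flux so channel inhibition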
Target sequence (Q9NPC2 whole entry, looked up, the tested form may be a part): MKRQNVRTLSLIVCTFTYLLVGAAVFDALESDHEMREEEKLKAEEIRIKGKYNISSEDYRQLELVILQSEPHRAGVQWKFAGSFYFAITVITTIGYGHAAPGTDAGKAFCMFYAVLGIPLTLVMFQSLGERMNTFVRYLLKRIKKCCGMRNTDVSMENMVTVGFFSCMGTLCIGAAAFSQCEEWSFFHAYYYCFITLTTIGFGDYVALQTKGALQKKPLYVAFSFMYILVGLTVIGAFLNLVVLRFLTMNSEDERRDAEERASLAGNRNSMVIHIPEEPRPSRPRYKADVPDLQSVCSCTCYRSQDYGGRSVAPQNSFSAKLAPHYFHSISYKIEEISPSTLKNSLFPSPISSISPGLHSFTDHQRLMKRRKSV
KCNQ1 inh: inhibitors of human KCNQ1 potassium channel. P51787. CHO-K1 KCNQ1, FluxOR thallium flux fluorescence; stronger effect = higher value. B-score at 10 µM. actives 1.3% (n = 310,000). AID 2642;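 active = compounds whose thallium flux B-score, printed positive for inhibition, exceeds three library SD while starting fluorescence stays within three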;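 note: channel opened by potassium depolarization with thallium stimulus after 20 min compound exposure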
KCNK3 inh: human KCNK3 channel inhibition, primary screen; CHO-KCNK3 thallium flux, FluxOR fluorescence; stronger effect = lower value; B-score at 10 µM; actives 0.84% (n = 340,000);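 active = B-score under library mean minus 4 SD, starting fluorescence ratio at most library mean plus 5 SD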;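 note: more negative B-score means stronger inhibition of thallium flux through KCNK3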
The depositor's hits bear a star. A portion of the library, so the mix of outcomes need not match the whole.

Results for COc1ccccc1OCc1ccc(C(=O)n2nc(C)c(Cl)c2C)o1 ?
GSK3B inh: -2; HDAC3 inhib: 3; Dyrk1A ADPGlo: -1; RGS4 act: inactive; PolyA inhibitor: inactive; hERG rescue: -9; GSK3 alpha inh: -2; KCNQ1 pot: inactive; KCNK9 inh: -7.9*; KCNQ1 inh: inactive; KCNK3 inh: inactive

How did C/C(=N\NC(=O)c1ccccc1F)c1cccc(NC(=O)c2ccc(C)cc2)c1 do in these assays?
GSK3B inh: -2; HDAC3 inhib: 0; Dyrk1A ADPGlo: 2; RGS4 act: inactive; PolyA inhibitor: inactive; hERG rescue: -14; GSK3 alpha inh: -2; KCNQ1 pot: inactive; KCNK9 inh: inactive; KCNQ1 inh: inactive; KCNK3 inh: inactive

How did O=C(CNCCO)N1N=C(c2cccs2)CC1c1cccs1 (stereo unspecified) do in these assays?
GSK3B inh: -3; HDAC3 inhib: -4; Dyrk1A ADPGlo: -2; RGS4 act: inactive; PolyA inhibitor: inactive; hERG rescue: -3; GSK3 alpha inh: -1; KCNQ1 pot: inactive; KCNK9 inh: inactive; KCNQ1 inh: inactive; KCNK3 inh: inactive

What do the screens show for `COc1ccc(C(=O)NC2CC2)cc1OC1CCN(Cc2cnn(C)c2)CC1`?
GSK3B inh: -5; HDAC3 inhib: -1; Dyrk1A ADPGlo: -3; RGS4 act: inactive; PolyA inhibitor: inactive; hERG rescue: -9; GSK3 alpha inh: -3; KCNQ1 pot: inactive; KCNK9 inh: inactive; KCNQ1 inh: inactive; KCNK3 inh: inactive

How did Cc1occc1C(=O)NNC(=O)c1cccc(F)c1 do in these assays?
GSK3B inh: 2; HDAC3 inhib: -4; Dyrk1A ADPGlo: 4; RGS4 act: inactive; PolyA inhibitor: inactive; hERG rescue: -5; GSK3 alpha inh: -1; KCNQ1 pot: inactive; KCNK9 inh: inactive; KCNQ1 inh: inactive; KCNK3 inh: inactive

How did Cc1ccc(C(C(=O)NCc2ccc(F)cc2)N(CCCO)C(=O)C2COc3ccccc3O2)o1 (stereo unspecified) do in these assays?
GSK3B inh: 1; HDAC3 inhib: -1; Dyrk1A ADPGlo: -2; RGS4 act: inactive; PolyA inhibitor: inactive; hERG rescue: -19; GSK3 alpha inh: 0; KCNQ1 pot: inactive; KCNK9 inh: inactive; KCNQ1 inh: inactive; KCNK3 inh: inactive

How did O=C(Nc1nnc(S(=O)(=O)N2CCOCC2)s1)c1cccc(F)c1 do in these assays?
GSK3B inh: 2; HDAC3 inhib: 7; Dyrk1A ADPGlo: 4; RGS4 act: inactive; PolyA inhibitor: inactive; hERG rescue: -10; GSK3 alpha inh: -2; KCNQ1 pot: inactive; KCNK9 inh: inactive; KCNQ1 inh: inactive; KCNK3 inh: inactive

What do the screens show for `O=C(O)CC(C(=O)O)N1C(=O)/C(=C/c2ccc(-c3nc4ccccc4s3)o2)SC1=S` (stereo unspecified)?
GSK3B inh: 1; HDAC3 inhib: 16; Dyrk1A ADPGlo: 21; RGS4 act: inactive; PolyA inhibitor: inactive; hERG rescue: -13; GSK3 alpha inh: 10; KCNQ1 pot: inactive; KCNK9 inh: inactive; KCNQ1 inh: inactive; KCNK3 inh: inactive

What do the screens show for `CN(C)C(=O)c1cccn1-c1ncc(C(F)(F)F)cc1Cl`?
GSK3B inh: 3; HDAC3 inhib: -6; Dyrk1A ADPGlo: 0; RGS4 act: inactive; PolyA inhibitor: inactive; hERG rescue: -4; GSK3 alpha inh: -1; KCNQ1 pot: inactive; KCNK9 inh: inactive; KCNQ1 inh: inactive; KCNK3 inh: inactive

What do the screens show for `O=C(Nc1ccc(F)cc1)C1CCCN(S(=O)(=O)c2cccc3nonc23)C1` (stereo unspecified)?
GSK3B inh: 1; HDAC3 inhib: -2; Dyrk1A ADPGlo: -7; RGS4 act: inactive; PolyA inhibitor: inactive; hERG rescue: -5; GSK3 alpha inh: -1; KCNQ1 pot: inactive; KCNK9 inh: inactive; KCNQ1 inh: inactive; KCNK3 inh: inactive

What do the screens show for `Cn1c(SCn2nnc3ccccc3c2=O)nc2ccccc2c1=O`?
GSK3B inh: 3; HDAC3 inhib: -1; RGS4 act: inactive; PolyA inhibitor: inactive; hERG rescue: -3; GSK3 alpha inh: -2; KCNQ1 pot: inactive; KCNK9 inh: inactive; KCNQ1 inh: inactive

Results for COc1cccc2cc(C(=O)C3=C(O)C(=O)N(CCN4CCOCC4)C3c3cccc(Cl)c3)oc12 (stereo unspecified) ?
GSK3B inh: -4; HDAC3 inhib: 1; Dyrk1A ADPGlo: 18; RGS4 act: inactive; PolyA inhibitor: inactive; hERG rescue: -13; GSK3 alpha inh: -4; KCNQ1 pot: inactive; KCNK9 inh: inactive; KCNQ1 inh: inactive; KCNK3 inh: inactive

Results for C/C(CC(=O)N1CCN(C=O)CC1)=N\NC(=O)c1ccc(Br)cc1 ?
GSK3B inh: 0; HDAC3 inhib: -11; Dyrk1A ADPGlo: -7; RGS4 act: inactive; PolyA inhibitor: inactive; hERG rescue: -6; GSK3 alpha inh: -2; KCNQ1 pot: inactive; KCNK9 inh: inactive; KCNQ1 inh: inactive; KCNK3 inh: inactive

Results for O=C(COC(=O)c1cccc([N+](=O)[O-])c1)NCc1ccc2c(c1)OCO2 ?
GSK3B inh: -1; HDAC3 inhib: 0; Dyrk1A ADPGlo: -10; RGS4 act: inactive; PolyA inhibitor: inactive; hERG rescue: -2; KCNQ1 pot: inactive; KCNK9 inh: inactive; KCNQ1 inh: inactive; KCNK3 inh: inactive

What do the screens show for `COc1ccc(OC)c(C2=NOC(C(=O)Nc3cc(C)nn3-c3ccccc3)C2)c1` (stereo unspecified)?
GSK3B inh: 2; HDAC3 inhib: 5; Dyrk1A ADPGlo: 1; RGS4 act: inactive; PolyA inhibitor: inactive; hERG rescue: -2; GSK3 alpha inh: 0; KCNQ1 pot: inactive; KCNK9 inh: inactive; KCNQ1 inh: inactive; KCNK3 inh: inactive

Results for O=C(NCC1CCCCC1)c1cc([N+](=O)[O-])ccc1Cl ?
GSK3B inh: 1; HDAC3 inhib: 3; Dyrk1A ADPGlo: -1; RGS4 act: inactive; PolyA inhibitor: inactive; hERG rescue: -5; GSK3 alpha inh: 0; KCNQ1 pot: inactive; KCNK9 inh: inactive; KCNQ1 inh: inactive; KCNK3 inh: inactive

What do the screens show for `Nc1ccc(Sc2cc(Cl)nc(N)n2)cc1`?
GSK3B inh: 2; HDAC3 inhib: 2; RGS4 act: inactive; PolyA inhibitor: inactive; hERG rescue: -9; GSK3 alpha inh: -1; KCNQ1 pot: inactive; KCNK9 inh: inactive; KCNQ1 inh: inactive

Results for O=C(CSc1nnc2c(n1)[nH]c1ccccc12)Nc1ccc(S(=O)(=O)Nc2ncccn2)cc1 ?
GSK3B inh: 1; Dyrk1A ADPGlo: 1; RGS4 act: inactive; PolyA inhibitor: inactive; hERG rescue: -17; KCNQ1 pot: inactive; KCNK9 inh: inactive; KCNQ1 inh: inactive; KCNK3 inh: inactive

Results for Cc1cc(NC(=O)NN2CCOCC2)nn1-c1c(Cl)cccc1Cl ?
GSK3B inh: -2; HDAC3 inhib: -3; Dyrk1A ADPGlo: 18; RGS4 act: inactive; PolyA inhibitor: inactive; hERG rescue: -1; GSK3 alpha inh: 1; KCNQ1 pot: inactive; KCNK9 inh: inactive; KCNQ1 inh: inactive; KCNK3 inh: inactive

How did CCc1ccc2[nH]c(=O)c(CN(CCN(CC)CC)C(=O)NC3CCCCC3)cc2c1 do in these assays?
GSK3B inh: 1; HDAC3 inhib: inconclusive; Dyrk1A ADPGlo: -7; RGS4 act: inactive; PolyA inhibitor: inactive; hERG rescue: -17; GSK3 alpha inh: 2; KCNQ1 pot: inactive; KCNK9 inh: inactive; KCNQ1 inh: inactive; KCNK3 inh: inactive

How did CCN=C1S/C(=C\c2ccc(-c3cccc(C(=O)O)c3)o2)C(=O)N1CC do in these assays?
GSK3B inh: 0; HDAC3 inhib: -4; Dyrk1A ADPGlo: 26; RGS4 act: inactive; PolyA inhibitor: inactive; hERG rescue: -8; GSK3 alpha inh: 3; KCNQ1 pot: inactive; KCNK9 inh: inactive; KCNQ1 inh: inactive; KCNK3 inh: inactive

How did Cc1cccc(C)c1NC(=O)C(c1ccccc1)N1CCOCC1 (stereo unspecified) do in these assays?
GSK3B inh: 0; HDAC3 inhib: -10; Dyrk1A ADPGlo: 8; RGS4 act: inactive; PolyA inhibitor: inactive; hERG rescue: -4; GSK3 alpha inh: 0; KCNQ1 pot: inactive; KCNK9 inh: inactive; KCNQ1 inh: inactive; KCNK3 inh: inactive

How did Cc1cc(Cl)ccc1NC(=O)CN1C(=O)NC2(CCCC2)C1=O do in these assays?
GSK3B inh: -1; HDAC3 inhib: 4; Dyrk1A ADPGlo: 0; RGS4 act: inactive; PolyA inhibitor: inactive; hERG rescue: -7; GSK3 alpha inh: -1; KCNQ1 pot: inactive; KCNK9 inh: inactive; KCNQ1 inh: inactive; KCNK3 inh: inactive

What do the screens show for `O=C1Nc2ccccc2N=C(c2ccccc2)C1N1CCOCC1` (stereo unspecified)?
GSK3B inh: -2; HDAC3 inhib: 1; Dyrk1A ADPGlo: -10; RGS4 act: inactive; PolyA inhibitor: inactive; hERG rescue: -8; GSK3 alpha inh: 6; KCNQ1 pot: inactive; KCNK9 inh: inactive; KCNQ1 inh: inactive; KCNK3 inh: inactive

Results for O=C(Nc1ccc2c(c1)OCO2)C(c1ccccc1)N1CCCCC1 (stereo unspecified) ?
GSK3B inh: 5; HDAC3 inhib: 6; Dyrk1A ADPGlo: -1; RGS4 act: inactive; PolyA inhibitor: inactive; hERG rescue: -12; GSK3 alpha inh: -1; KCNQ1 pot: inactive; KCNK9 inh: inactive; KCNQ1 inh: inactive; KCNK3 inh: inactive

Source: PubChem (several laboratories)
